PhoP inhibition – inhibitors of PhoP regulon expression, primary screen, Salmonella Typhimurium, GFP reporter (AID 1863); 300,000 tested, 0.16% active; one-dose inhibition, % at 50 µM; IC50 in µM for titrated hits; S. Typhimurium PhoP-regulated promoter GFP reporter, 4 h; higher % means a stronger effect;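 active = inhibition over 29.93%, a cutoff 3 SD above the screen mean, later confirmed by dose response; inconclusive = inhibition over 29.93% but no dose response follow-up; inactive = inhibition at most 29.93% or unconfirmed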;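 note: 0% = low Mg2+ inducing control and 100% = high Mg2+ repressing control; strong numbers were not always called active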
ER stress rescue – rescue of cells from ER stress-induced death, primary screen, 384-well, CSM14.1, thapsigargin, ATP luminescence (AID 1222). CSM14.1 thapsigargin-induced death rescue, ATP luminescence; higher % means a stronger effect. cellular ATP content (survival), % at 20 µM; hits with a dose series show EC50 in µM. 190,000 tested, under 10 active;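 active = EC50 below 50 µM in the dose-response confirmation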;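 note: death triggered by thapsigargin at about 15 µM added after 2 h compound pretreatment; cell ATP read after overnight thapsigargin exposure of roughly 18 to 22 hours; normalized against plate controls of thapsigargin alone and 5% DMSO vehicle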
RSV antiviral HEp-2 – RSV antiviral activity via CPE protection, HEp-2 cells, primary 10 µM value included (AID 2391) | HEp-2 cells, RSV-induced CPE inhibition; higher % means a stronger effect | CPE inhibition, % at 10 µM, or IC50 in µM where a hit was titrated | 310,000 tested, 0.13% active; in the data active = a potency from the dose series; inconclusive = CPE inhibition mostly from about 23% at the one dose, without a potency; inactive = the rest, 99 in 100 with CPE inhibition below about 21%; note: strong numbers were not always called active
human PMI inhibition – inhibitors of human PMI, primary screen, biochemical, fluorescence intensity, coupled assay (AID 1209); 190,000 tested, 0.42% active; Mannose-6-phosphate isomerase (Homo sapiens); purified PMI enzyme, coupled fluorescence intensity; higher % means a stronger effect; one-dose inhibition, % at 20 µM; IC50 in µM for titrated hits;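 note: plate controls were DMSO vehicle for no effect and wells lacking substrate for full effect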
Ins promoter up – insulin promoter activators in MIN6 cells, imaging, high-content screening, mouse beta cells; z-score at 5 µM; MIN6 insulin promoter-GFP reporter; active compounds read high; 190,000 tested, 0.3% active;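 active = z-score above 3 at 5 µM with at least 500 cells counted in the well; inconclusive = wells under 500 cells, flagged as cytotoxic or low count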
West Nile virus CPE – West Nile virus antiviral activity, cell-based, CPE readout (AID 1621); West Nile virus-infected cells, CPE inhibition; higher % means a stronger effect; CPE inhibition, % at 10 µM; hits with a dose series show IC50 in µM; 290,000 tested, 0.02% active; in the data active = a potency from the dose series; inconclusive = CPE inhibition mostly from about 3.7% at the one dose, without a potency; inactive = the rest, 99 in 100 with CPE inhibition below about 2.2%; note: strong numbers were not always called active
PMI inhibition – human PMI inhibitors, high substrate, primary screen, biochemical, fluorescence intensity, high mannose 6-phosphate (AID 1220); 190,000 tested, 0.66% active; inhibition, % at 20 µM, or IC50 in µM where a hit was titrated; Mannose-6-phosphate isomerase (Homo sapiens); recombinant PMI enzyme, coupled fluorescence intensity; higher % means a stronger effect
TNAP activators – human TNAP enzyme activators, primary screen, biochemical, luminescent, no phosphate acceptor, uHTS (AID 1001) | purified TNAP, luminescent activation assay, no phosphate acceptor; higher activation fold means a stronger effect | 200,000 tested, 0.03% active | activation fold at 20 µM, or EC50 in µM where a hit was titrated; in the data active = activation fold from about 3, or a potency from the dose series; inactive = the rest, 99 in 100 with activation fold below about 1.6; note: many of its hits are not listed in these tables
Large T inhibition – SV40 large T antigen inhibitors, biochemical (AID 1903); SV40 large T antigen ATPase/helicase inhibition assay; higher % means a stronger effect; inhibition, % at 20 µM, or IC50 in µM where a hit was titrated; 310,000 tested, 0.39% active; in the data active = a potency from the dose series; inconclusive = inhibition mostly from about 32% at the one dose, without a potency; inactive = the rest, 99 in 100 with inhibition below about 32%; note: strong numbers were not always called active
Ins promoter up cell count – also measured in Ins promoter up; calls as there; cell count; measured here: cytotoxicity, nuclei count;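 total cells summed across four imaged fields per well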
* = called active by the depositor; ? = inconclusive; / = not tested or not shown. Cut-off read from the data, not from the text of the source, unless noted: active = inhibition above about 50%; inactive = the rest.

SMILES | PhoP inhibition | ER stress rescue | RSV antiviral HEp-2 | human PMI inhibition | Ins promoter up | Ins promoter up cell count | West Nile virus CPE | PMI inhibition | TNAP activators | Large T inhibition
O=c1c2ccccc2c(-c2cccc(C(F)(F)F)c2)nn1-c1ccccc1 | -10.2% | / | 7.7% | / | -0.25 | 1340 | -0.8% | / | / | 9.5%
Cc1ccc(Oc2ccc3c(c2)C(=O)N(c2ccc(S(=O)(=O)Nc4nccs4)cc2)C3=O)cc1 | 29.8% | -3.4% | 1.5% | 20.0% | -0.21 | 1630 | 0.5% | 17.3% | 0.9 | 12.2%
COc1cccc(NC(=O)/C=C/c2ccco2)c1 | -10.6% | -1.8% | 3.9% | 18.3% | 0.36 | 1640 | -1.3% | 19.7% | 1.1 | 12.7%
CC1CCCC(C)N1Cc1cn2ccccc2n1 (stereo not given) | -9.0% | 0.6% | 0.8% | -1.0% | 1.07 | 1268 | 0.9% | 1.7% | 1.1 | -1.6%
CCN(CC(=O)NCc1ccc(Cl)cc1)S(=O)(=O)c1ccc(F)cc1 | 6.7% | / | -0.7% | / | / | / | -1.2% | / | / | 3.6%
COc1ccc(CNC(=O)CN(c2cc(C)cc(C)c2)S(=O)(=O)c2c(C)noc2C)cc1 | -5.7% | -0.8% | -0.8% | 4.6% | -0.64 | 1073 | -0.5% | 17.4% | 0.9 | 1.6%
O=S(=O)(NCc1cn2ccccc2n1)c1cccs1 | -4.9% | / | 2.0% | / | -0.2 | 1159 | 0.5% | / | / | 10.0%
CC(=O)NC1CSCC1OC(C)=O (stereo not given) | 4.0% | 1.8% | 2.1% | -7.1% | -0.45 | 1152 | 0.4% | -3.4% | 1.1 | 11.0%
CC(C)(C)NC(=O)NC(=O)COC(=O)CNC(=O)C1CCCCC1 | -6.0% | -0.6% | -1.6% | -6.7% | -0.21 | 1191 | 0.7% | -1.6% | 1 | 1.9%
CC1=C(C(=O)Nc2ccc(F)cc2)C(c2cccc(C)c2)n2nc(CCCO)nc2N1 (stereo not given) | -4.6% | 2.6% | -0.6% | 10.8% | -0.18 | 2031 | -0.2% | 2.5% | 1 | 2.9%
CCCCN=CC1=C(O)C(C(=O)OC)C(C)(C)CC1=O (stereo not given) | 6.9% | / | 3.4% | 11.6% | -0.17 | 1168 | 0.3% | 7.3% | 1.1 | 9.9%
C=CCOc1c(Br)cc(CNc2ccc3[nH]c(=O)[nH]c3c2)cc1OCC | 3.5% | -0.8% | -2.1% | 5.6% | -0.76 | 1498 | -0.8% | 10.1% | 1.1 | 27.1%
CCOC(=O)c1sc2nc(C(C)C)c3c(c2c1N)CC(C)(C)OC3 | -4.3% | 0.0% | / | -14.2% | -1.01 | 1108 | 0.7% | 0.2% | 1.1 | 9.1%
Cc1ccc(S(=O)(=O)/N=C(/c2ccc(F)cc2)N2CCCC2)cc1 | 0.8% | -0.2% | 1.3% | 7.2% | -0.42 | 1178 | 0.1% | 1.4% | 1 | 14.2%
Cc1ccc(S(=O)(=O)N(C)c2ccc(N)cc2)cc1 | -0.3% | -2.1% | 0.0% | 2.8% | -0.89 | 966 | -0.5% | -1.2% | 1.1 | 10.0%
CC(C(=O)NC1CCCC1)N(Cc1ccco1)C(=O)c1snc(C(=O)NC2CCCC2)c1N (stereo not given) | -3.2% | -1.1% | 1.1% | 0.7% | -2 | 1038 | -0.1% | 4.0% | 1 | 7.5%
COC(=O)c1ccc(C2C(Oc3ccc(OC)cc3)C(=O)N2CCc2ccc(OC)c(OC)c2)cc1 (stereo not given) | -11.3% | -1.1% | 1.5% | 52.0%* | 0.44 | 1446 | -0.6% | 2.1% | 1.1 | 15.3%
Cc1nc(SCC(=O)N2CC(=O)Nc3ccccc32)c2c(C)c(C)sc2n1 | 3.0% | -2.2% | 8.4% | 9.2% | -0.66 | 966 | -0.7% | 16.3% | 1.1 | 9.4%
Cc1cc(-c2nnc(CCC(=O)N(C)Cc3ccsc3)o2)no1 | 9.9% | -1.4% | 0.5% | -5.0% | / | / | -0.1% | -4.6% | 1 | 16.2%
COc1cc2c(cc1OC)C(SC)=NC1(CCCC1)C2 | 6.8% | 4.6% | 0.1% | 2.4% | -0.09 | 1374 | -0.7% | -3.7% | 1 | 5.6%
O=C(COc1ccccc1)NNC(=S)NC(=O)c1ccccc1 | -6.7% | 0.1% | -2.3% | 21.7% | 0.3 | 1378 | -0.1% | -10.0% | 2.3 | 21.5%
O=C(COc1ccccc1Cl)N1CCc2ccccc2C1 | 1.9% | / | 4.1% | / | / | / | -1.1% | / | / | 10.3%
O=C(CSc1ncn[nH]1)Nc1ccc(S(=O)(=O)Nc2ncccn2)cc1 | -8.2% | -2.1% | 0.4% | -18.7% | -0.31 | 1200 | 0.9% | -15.8% | 1.1 | 3.5%
COc1ccc(C(=O)NC(Nc2ccccc2)C(Cl)(Cl)Cl)cc1 (stereo not given) | 16.1% | -0.8% | 15.7% | 9.3% | -0.49 | 1693 | -0.6% | 16.2% | 1.1 | 11.5%
CC(=O)Nc1ccc(NC(=O)c2ccccc2N(Cc2ccccc2)S(C)(=O)=O)cc1 | -6.3% | / | 0.7% | / | / | / | -0.9% | / | / | 27.8%
(next part)
SMILES | PhoP inhibition | ER stress rescue | RSV antiviral HEp-2 | human PMI inhibition | Ins promoter up | Ins promoter up cell count | West Nile virus CPE | PMI inhibition | TNAP activators | Large T inhibition
CCOc1cc(N2CCOCC2)c(OCC)cc1NC(=O)Cc1ccc(OC)c(OC)c1 | -2.6% | -1.3% | 0.2% | 24.5% | -0.71 | 1263 | / | 53.1%* | 1.1 | 12.9%
COc1ccc(CNC(=O)c2cccc(C)c2[N+](=O)[O-])cc1 | 4.7% | -1.9% | 1.0% | -1.8% | 0.42 | 996 | -0.7% | 1.2% | 1.1 | 1.9%
O=c1ccn(Cc2ccccc2)c(=O)n1Cc1ccccc1 | 15.6% | 3.4% | 0.6% | 16.7% | -0.17 | 1256 | -1.0% | 12.4% | 1 | 1.6%
COc1ccc(Br)cc1CN(C)CC(=O)Nc1cc(Cl)ccc1Cl | 1.4% | -0.2% | 4.4% | 15.4% | -0.12 | 1479 | -0.8% | 6.7% | 1.1 | 17.3%
COc1ccc(/C=N/n2c(=O)[nH]c3c([nH]c4ccc(Br)cc43)c2=O)cc1CN1CCOCC1 | 5.2% | 1.2% | 5.0% | 13.8% | -0.63 | 1429 | 0.6% | 7.6% | 1 | 10.4%
O=C(OCC(=O)c1c[nH]c2ccccc12)C1=COCCO1 | 6.5% | -1.9% | 1.2% | 7.7% | -0.02 | 1566 | 0.6% | 12.0% | 1.1 | -1.2%
C=CCn1c(=NC(=O)C2CC2)sc2cc(NC(C)=O)ccc21 | 3.3% | -0.1% | 2.5% | 8.3% | 0.49 | 1004 | -0.1% | 9.4% | 1.1 | -1.9%
CC(=O)C1CCCN(C(=O)c2ccc3oc(CCc4ccccc4)nc3c2)C1 (stereo not given) | -1.5% | / | 8.7% | / | / | / | 0.1% | / | / | 6.2%
O=C(COC(=O)c1ccco1)Nc1ccccc1[N+](=O)[O-] | 7.9% | -0.8% | 1.0% | -11.7% | 0.1 | 1138 | 0.1% | -5.7% | 1.1 | 4.8%
COc1cccc(CN2CCN(C3CCOCC3)CC2CCO)c1 (stereo not given) | -8.0% | / | -0.2% | / | -0.21 | 1026 | -0.1% | / | / | /
Cc1ccc(C)c(OC(=O)c2cccnc2Cl)c1C | -3.0% | / | 19.2% | / | / | / | -1.0% | / | / | 25.3%
O=C(Cn1c(=O)c(=O)n(Cc2ccccc2)c2ccc(Cl)cc21)Nc1ccc(F)cc1F | -4.5% | -1.0% | 1.5% | 9.4% | 0.83 | 1498 | -0.3% | 8.0% | 1.1 | 8.1%
Cc1cccnc1CCNC(=O)CCc1nnc(-c2ccccc2)o1 | 5.7% | -0.3% | 0.8% | 8.4% | -0.7 | 1309 | -0.2% | 9.3% | 1.1 | 6.7%
O=C1CC(Nc2ccc(N3CCOCC3)cc2)C(=O)N1CCc1ccccc1 (stereo not given) | 3.5% | -1.2% | 0.8% | 15.8% | / | / | -0.4% | 12.3% | 1 | ?
COc1ccc(C(C(=O)NC2CCCC2)N(C(=O)c2ccco2)c2cccc(C(C)=O)c2)cc1OC (stereo not given) | -2.2% | / | 1.3% | / | / | / | -0.6% | / | / | 3.1%
O=C(Nc1nnc(-c2ccccc2F)s1)C1CCCO1 (stereo not given) | 4.2% | -3.1% | 0.3% | 6.0% | / | / | 0.0% | -0.6% | 1.1 | 7.4%
Cc1nn(-c2ccccc2)c(C)c1/C=N/NC(=O)c1cccs1 | 7.2% | -3.0% | 5.0% | 5.6% | -0.27 | 1395 | -0.5% | -6.8% | 1.1 | 12.1%
CNC(=O)CN1C(=O)NC(c2ccccc2)(c2ccccc2)C1=O | 5.1% | / | 1.7% | / | / | / | -0.3% | / | / | 2.2%
O=C(CNc1ccc(Cl)cc1)NNC(=S)NCc1ccccc1 | 4.5% | -0.4% | 15.1% | 12.5% | -0.58 | 1477 | -0.6% | 5.2% | 1.6 | 19.0%
COC(=O)c1oc(-c2ccc(Cl)cc2)nc1C | 2.5% | -1.7% | -0.1% | -11.1% | 0.6 | 1449 | -0.1% | -7.3% | 1 | -6.7%
COc1ccc(-c2ccc(/C=C3\C(=O)N(c4ccccc4)N=C3c3ccccc3)o2)c([N+](=O)[O-])c1 | -9.7% | -1.8% | 4.1% | 2.0% | -0.63 | 1578 | 0.0% | 4.5% | 0.8 | 2.1%
Cc1ccc(CN2CCN(/N=C/c3ccc(Cl)c([N+](=O)[O-])c3)CC2)cc1 | 3.0% | -1.3% | 2.4% | 14.1% | / | / | -1.2% | 15.3% | 1 | -0.4%
NC(=O)CC(NC(=O)Cc1ccc(Br)cc1)c1ccc(NCc2cc(F)ccc2F)c([N+](=O)[O-])c1 (stereo not given) | 2.1% | / | -2.5% | / | 0.02 | 1012 | 0.1% | / | / | 5.6%
Cc1cccc(C)c1NC(=O)/C(=C/c1ccco1)c1ccccc1 | -10.1% | 0.6% | 4.8% | -11.0% | 0.15 | 989 | 0.1% | -9.6% | 0.9 | 8.1%
CN1CCN(S(=O)(=O)c2ccc(CNC(=O)c3ccccc3)s2)CC1 | 6.6% | / | 0.5% | / | / | / | -0.3% | / | / | 18.7%
Cc1ccc(NCc2nnc(SCC(=O)N3c4ccccc4Sc4ccccc43)o2)c(C)c1 | -6.0% | 2.2% | 14.5% | 16.7% | -0.58 | 1253 | -1.9% | 9.7% | 1.1 | 5.2%
COC(=O)C1=C(C)N(C(C)c2ccccc2)C(=O)C1 (stereo not given) | -10.1% | 1.2% | 1.5% | 0.4% | -0.3 | 1492 | 0.1% | 5.0% | 1.2 | 8.7%
CCOC(=O)c1ccc2[nH]c(C)c(C)c2c1 | 2.4% | / | 3.9% | / | / | / | 0.1% | / | / | 8.4%
N#Cc1cnc(SCC(=O)N2CCCCC2)nc1N | -5.6% | / | 1.4% | / | / | / | 0.0% | / | / | 15.9%
